Bioassay records from PubChem BioAssay.
TDP43 rescue: TDP-43 toxicity inhibition in yeast; TDP-43 expressing yeast growth rescue, BacTiter-Glo, 24 h; 410,000 compounds, 1.8% hits; Potency, µM (doses to about 46.1 µM), for the others: at the top dose growth rescue (activation), most hits filed as activators; note: potency is the fitted concentration of half-maximal effect; % of control where 0% means no effect; nearly all actives have a fitted effect of over 50% in size
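Growth rescue of TDP-43-toxic yeast measured as ATP luminescence (BacTiter-Glo). Cells grown to mid-log in raffinose, induced in galactose at OD600=0.02, exposed to compound 24 hr at 30 deg C.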
GLP1R ag: agonists of human GLP-1 receptor; P43220; HEK293 GLP-1R CRE-luciferase, luminescence, 4-6 h; cells express a hypersensitive GLP-1R form; Potency, µM (highest dose often 45.6 µM), for inactives: top-dose activation, actives largely listed as activators; 380,000 compounds, 0.007% hits; AID 624172; note: potency is the fitted concentration of half-maximal effect; % of control where 0% means no effect
FUS yeast rescue: FUS proteinopathy suppression in yeast | S. cerevisiae FUS-expressing, growth rescue, OD600, 24 h | Potency, µM (series often up to 76.6 µM), without a hit: top-dose growth rescue (activation), most hits filed as activators | 390,000 compounds, 0.24% hits;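 note: potency is the fitted concentration of half-maximal effect; plate controls were DMSO vehicle for no effect and reference control for full effect; nearly all actives have a fitted effect of over 55% in size; some results filed as inactive show a strong effect at the top dose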
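Yeast expressing FUS under galactose induction, OD 0.005 in 2% galactose medium; compounds in a dilution series, 24 h at 30C. Growth rescue by absorbance at 600 nm; CP55940 positive control, DMSO negative.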
GLP1R inv ag: GLP-1 receptor (human) inverse agonism | P43220 | HEK293 GLP-1R CRE-luciferase, luminescence, 24 h; GLP-1R form is constitutively active | Potency, µM (doses to about 38.3 µM), for the others: at the highest dose activity change, negative = inhibition, usual class: inhibitors | 410,000 compounds, 1.6% hits | AID 624417; note: potency is the fitted concentration of half-maximal effect; % is set by controls: 0 for no effect and ±100 for the full control effect; nearly all actives have a fitted effect of over 55% in size
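Cells are plated, allowed 12 hours at 37 deg C, then treated with compounds for 24 hr before luciferase detection reagent is added and luminescence is read after 12 min at room temperature. The HEK293 line carries constitutively active GLP-1R with a cAMP-responsive reporter.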
DRD3 antagonist: blocks the human D3 dopamine receptor. D3R cells, DiscoveRx beta-arrestin luminescence, antagonist mode; active compounds read low. max response, negative = inhibition, %. 360,000 compounds, 2.5% hits; in the data active = max response below about -50%; inconclusive = no clear call, values can overlap the other calls; note: % is set by controls: 0 for no effect and ±100 for the full control effect; mostly tested at two doses, the higher about 12 µM
Target sequence (P35462 whole entry, looked up): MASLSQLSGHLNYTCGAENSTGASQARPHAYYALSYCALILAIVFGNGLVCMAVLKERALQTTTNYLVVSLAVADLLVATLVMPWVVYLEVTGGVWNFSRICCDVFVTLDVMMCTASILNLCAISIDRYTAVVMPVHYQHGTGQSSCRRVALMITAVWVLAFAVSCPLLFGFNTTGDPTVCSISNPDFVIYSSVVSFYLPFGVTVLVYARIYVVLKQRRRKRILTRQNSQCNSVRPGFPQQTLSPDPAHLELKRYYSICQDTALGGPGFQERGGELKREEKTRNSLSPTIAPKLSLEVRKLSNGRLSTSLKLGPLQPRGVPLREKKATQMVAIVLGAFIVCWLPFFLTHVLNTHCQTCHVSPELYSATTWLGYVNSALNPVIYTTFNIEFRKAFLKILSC
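Cells expressing the human receptor were seeded at 1500 cells/well, incubated overnight at 37 degrees C in 5% CO2, then exposed to library compounds with dopamine controls for 90 minutes at 37 degrees C before luminescent detection.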
PTHR1 ag: activates the human parathyroid hormone receptor PTHR1; Q03431; HEK293 GP2 PTHR1 cells, GloSensor cAMP luminescence, 1 h; Potency, µM (doses to about 115 µM), without a hit: at the highest dose activation, actives largely listed as activators; 410,000 compounds, 0.075% hits; AID 743266; note: potency is the fitted concentration of half-maximal effect; nearly all actives have a fitted effect of over 55% in size; some results filed as inactive show a strong effect at the top dose; inactives centre near -15; many of its hits are not listed in these tables
Target sequence (Q03431 whole entry, looked up): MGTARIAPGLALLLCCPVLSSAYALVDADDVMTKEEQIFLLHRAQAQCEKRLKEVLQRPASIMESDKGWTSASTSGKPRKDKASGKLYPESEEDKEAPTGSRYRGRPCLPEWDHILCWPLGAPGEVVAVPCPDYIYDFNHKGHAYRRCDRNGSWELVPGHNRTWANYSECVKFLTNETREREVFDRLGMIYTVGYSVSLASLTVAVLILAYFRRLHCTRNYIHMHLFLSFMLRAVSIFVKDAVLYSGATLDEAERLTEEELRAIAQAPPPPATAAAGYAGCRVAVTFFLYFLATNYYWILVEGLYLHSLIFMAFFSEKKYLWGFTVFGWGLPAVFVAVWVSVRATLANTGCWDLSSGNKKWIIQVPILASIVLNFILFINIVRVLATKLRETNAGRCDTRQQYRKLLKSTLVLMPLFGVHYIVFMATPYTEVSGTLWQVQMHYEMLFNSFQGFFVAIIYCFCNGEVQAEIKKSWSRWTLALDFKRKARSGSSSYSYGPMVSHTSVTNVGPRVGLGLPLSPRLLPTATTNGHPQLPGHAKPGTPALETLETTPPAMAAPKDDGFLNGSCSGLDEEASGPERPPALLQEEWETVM
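HEK-293-derived GP2 cells expressing PTHR1 and a GloSensor cAMP reporter, 3,000/well, plated overnight, given luciferin plus IBMX (each 0.5 mM as added) for 1 h at 37 °C, then compound for 1 h at 37 °C. Luminescence was read after 15 min at room temperature.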
Abeta rescue: restores growth of yeast expressing A-beta42 peptide; Potency, µM (titrated, usually from 46.1 µM), for the others: at the highest dose growth rescue, hits mostly activators; 410,000 compounds, 0.063% hits; yeast expressing A-beta42, growth rescue, OD600, 48 h; response scale: 0% DMSO, 100% iron-clioquinol control; AID 1347071; note: potency is the fitted concentration of half-maximal effect; nearly all actives have a fitted effect of over 55% in size
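Yeast growth medium received pinned compounds, then yeast cells expressing toxic A-beta were added; plates incubated at 30 C for 48 hr. Growth read as absorbance at 600 nm, normalized to DMSO and equimolar FeCl3 plus clioquinol controls.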
aSyn rescue: alpha-synuclein toxicity inhibition in yeast. Yeast expressing alpha-synuclein, growth rescue, BacTiter-Glo, 24 h. AID 652106. 370,000 compounds, 0.14% hits. Potency, µM (series often up to 46.1 µM), without a hit: top-dose growth rescue (activation), actives largely listed as activators; note: potency is the fitted concentration of half-maximal effect; % of control where 0% means no effect; nearly all actives have a fitted effect of over 65% in size
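Readout is rescue of growth in alpha-synuclein-expressing yeast, so inhibitors of toxicity appear as activators. Growth after 24 hr at 30 deg C in galactose medium is quantified by luminescence.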
pAkt inh: blocks phosphorylation of Akt. Neuro2A IGF-stimulated pAkt S473 HTRF, 20 min; active compounds read low. activity change, % for hits at 50 µM. 360,000 compounds, 0.32% hits. AID 651550; in the data active = activity change below about -80%; inconclusive = mostly about -51% to -80%; note: % is set by controls: 0 for no effect and ±100 for the full control effect
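Neuro2A cells (4,500/well, DMEM with 0.5% FBS) were treated with compound at a single 50 µM final concentration, stimulated with 6 nM IGF for 20 min at 37 °C, and lysed. Phospho-Akt Ser473 was read by HTRF as 665/615 ratio ×10^4.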
* hit, by the source's call; i = inactive; ? = inconclusive; · = not tested or not shown; & = joins results of further samples; [ ] = dose if it differs, or a comment. Unless noted, calls come from the whole dose curve; as a rule, active = well fitted curve in the direction sought with a large enough effect; inconclusive = small, poorly fitted or top-dose-only effect, or another doubt; inactive = no such curve, though single readings can be large; an effect the other way counts as inactive or inconclusive.

SMILES | TDP43 rescue | GLP1R ag | FUS yeast rescue | GLP1R inv ag | DRD3 antagonist | PTHR1 ag | Abeta rescue | aSyn rescue | pAkt inh
COc1ccc(S(=O)(=O)Nc2cccc3c2O[C@H](CN(C)S(=O)(=O)c2cn(C)cn2)[C@@H](C)CN([C@H](C)CO)C3=O)cc1 | 10% | -2% | 14% | -7% | 17 | -26% | 6% | -5% | i
O=C(COc1ccccc1F)NNC(=O)Cc1ccc(S(=O)(=O)N2CCOCC2)s1 | 0% | -3% | 12% | 11% | 10 | -14% | 6% | 2% | i
CC(=O)OCCOc1nc(NC(C)C)nc(NC(C)C)n1 | 11% | 8% | 17% | 66%[activator] | 17 | i | 4% | 2% | i
COc1ccc(NC(=O)c2sc3nc(C)nc(N4CCN(c5ccccn5)CC4)c3c2C)c(OC)c1 | 14% | 0% | -4% | 10% | 55 | -21% | -2% | -5% | i
CC(=O)c1ccc(NC(=O)Cn2c(=O)oc3cc(S(=O)(=O)N4CCCCC4)ccc32)cc1 | 11% | · | 19% | 17% | · | i | -11% | · | ·
CC(C)C(NC(=O)c1ccco1)C(=O)NCC(c1ccco1)N1CCCCC1 (stereo unspecified) | 18% | -3% | 2% | 3% | 16 | i | 12% | -9% | i
O=C(CSc1nc2ccccc2s1)Nc1ccc(Cl)c(S(=O)(=O)N2CCOCC2)c1 | ? | -2% | 30% | ? | -5 | -57%[inhibitor] | 2% | 5% | i
Cc1ccccc1NC(=O)C(C)N1C(=O)c2ccccc2C1=O (stereo unspecified) | 0% | -2% | 7% | 7% | 24 | i | 0% | 1% | i
CCOc1ccc(C2Nc3c(C)cccc3-c3cc(C)nn32)cc1 (stereo unspecified) | 11µM* | · | 26% | ? | · | i | ? | · | ·
COc1ccc(-c2cn[nH]c2-c2ccc(OC)cc2)cc1 | ? | 1% | 23% | ? | 5 | i | 20% | 25% | i
CCN1C(=O)C(CC(=O)NC2CCCCC2)N(CC)C1=O (stereo unspecified) | 2% | -3% | 4% | 0% | 1 | i | 4% | -8% | i
COC(=O)c1ccc(CSC2=NC[C@@H]3[C@@H]4C(=O)N(Cc5ccccc5)C(=O)[C@@H]4[C@](C)(C(=O)OC)N23)cc1 | 17% | -3% | 11% | 11% | -12 | -28% | 2% | 0% | i
Cc1c(N(C)S(=O)(=O)c2cc(C(=O)Nc3ccccn3)ccc2Cl)c(=O)n(-c2ccccc2)n1C | 5% | 4% | 6% | 16% | -10 | -47%[inhibitor] | 13% | -4% | i
Cc1ccc(NC(=O)CSCC(=O)N(C)CC(=O)Nc2ccccc2C(F)(F)F)cc1 | -20% | -4% | 16% | 2% | 11 | i | -16% | -1% | i
CCCCn1nnc(NC(=O)COc2cc(C)ccc2C(C)C)n1 | 10% | 6% | 32% | 7.9µM* | 8 | i | 8% | 2% | i

An excerpt from above in order of the GLP1R inv ag value, high to low:
Structure,GLP1R ag,FUS yeast rescue,GLP1R inv ag,PTHR1 ag,pAkt inh
Cc1c(N(C)S(=O)(=O)c2cc(C(=O)Nc3ccccn3)ccc2Cl)c(=O)n(-c2ccccc2)n1C,4%,6%,16%,-47%[inhibitor],i
COC(=O)c1ccc(CSC2=NC[C@@H]3[C@@H]4C(=O)N(Cc5ccccc5)C(=O)[C@@H]4[C@](C)(C(=O)OC)N23)cc1,-3%,11%,11%,-28%,i
CC(C)C(NC(=O)c1ccco1)C(=O)NCC(c1ccco1)N1CCCCC1 (stereo unspecified),-3%,2%,3%,i,i

(listing goes on)
SMILES | TDP43 rescue | GLP1R ag | FUS yeast rescue | GLP1R inv ag | DRD3 antagonist | PTHR1 ag | Abeta rescue | aSyn rescue | pAkt inh
O=C(NC(=S)NC12CC3CC(CC(C3)C1)C2)c1ccc(F)cc1 | -11% | 1% | 21% | ? | -15 | 18% | ? | -1% | i
O=C(O)C1CC(O)CN1C(=S)Nc1ccccc1 (stereo unspecified) | 21% | 1% | -35% | 7% | -1 | i | -6% | 0% | i
CCN(c1ccc(OC)cc1)S(=O)(=O)c1nnc(NC(=O)COc2ccccc2)s1 | 18% | -1% | 18% | -21% | 17 | -7% | 9% | 9% | ·
Cc1cc(NC(=O)C2(C)CCN2C(C)C)c2ccccc2n1 (stereo unspecified) | 8% | 21% | -23% | -8% | -10 | -6% | 1% | -6% | i
CCOC(=O)C1(C)CCCN(C(=O)c2ccc3ccccc3c2)C1 (stereo unspecified) | 20% | 2% | -6% | 7% | 1 | -20% | 3% | 13% | i
Cc1cccc(NC(=O)NCCc2c[nH]c3ccccc23)c1 | -5% | 3% | 18% | 8.9µM* | 14 | -11%[57.5 µM] | 30% | 0% | i
O=C(NCc1cccnc1)c1cccc(S(=O)(=O)NCc2ccccc2)c1 | 16% | 7% | -2% | 3% | 17 | -21% | 2% | -6% | i
CC(C)(C)C(=O)NC(=S)Nc1ccccc1N1CCCC1 | ? | 1% | -9% | ? | 15 | 7% | 24% | -1% | i
O=C(O)c1cc(-c2ccc(-c3c(-c4ccc5c(c4)OCO5)noc3-c3ccsc3)cc2)nc2ccccc12 | 10% | 14% | 6% | 31% | -21 | -58%[inhibitor] | -12% | -7% | i
c1ccc(CN2CCN(c3ncnc4c3[nH]c3ccccc34)CC2)cc1 | -4% | -5% | · | 0% | 54 | -44%[inhibitor] | -2% | -2% | i
Cn1c(=O)oc2cc(S(=O)(=O)NCCC(=O)N3CC=C(c4ccccc4)CC3)ccc21 | -9% | -8% | 24% | 6% | 15 | i | 10% | 1% | i
COC(=O)C1(C(=O)OC)C[C@H](/C=C/c2ccccc2)N(Cc2ccccc2OC)[C@@H]1c1cccs1 | 3%&16% | · | 33%&42% | 10µM* | -25&3 | -1%&-17% | -22%&4% | -5%&0% | i
COc1ccc(NC(=O)N2CCCC2C(=O)NC2CCCC2)cc1 (stereo unspecified) | 0% | 2% | -32% | 7% | 9 | i | 1% | 10% | i
CC(C)C1NC2(C(=O)c3ccccc3C2=O)C2C(=O)N(c3ccc(F)cc3)C(=O)C12 (stereo unspecified) | 5% | -11% | ? | -6% | -22 | i | -13% | 1% | -120%*
CCC1(C(=O)NC(=Nc2ccccc2)Nc2ccccc2)CCOC1=O (stereo unspecified) | -10% | -2% | 3% | -17% | 14 | i | -11% | 9% | i

Compound profiles (already shown):
CCC1(C(=O)NC(=Nc2ccccc2)Nc2ccccc2)CCOC1=O (stereo unspecified) across the screens: TDP43 rescue: -10%; GLP1R ag: -2%; FUS yeast rescue: 3%; GLP1R inv ag: -17%; DRD3 antagonist: 14; PTHR1 ag: i; Abeta rescue: -11%; aSyn rescue: 9%; pAkt inh: i
Cc1cc(NC(=O)C2(C)CCN2C(C)C)c2ccccc2n1 (stereo unspecified) across the screens: TDP43 rescue: 8%; GLP1R ag: 21%; FUS yeast rescue: -23%; GLP1R inv ag: -8%; DRD3 antagonist: -10; PTHR1 ag: -6%; Abeta rescue: 1%; aSyn rescue: -6%; pAkt inh: i

Other entries:
SMILES | TDP43 rescue | GLP1R ag | FUS yeast rescue | GLP1R inv ag | DRD3 antagonist | PTHR1 ag | Abeta rescue | aSyn rescue | pAkt inh
Cc1cc(C)cc(C(=O)N[C@@H](C)C(=O)N2CCC3(CC2)NCCc2[nH]cnc23)c1 | -11% | 2% | -20% | 0% | 8 | -60%[inhibitor] | 6% | -3% | i
CCN(Cc1ccccc1)S(=O)(=O)c1ccc(C(=O)N(CCCN(C)C)c2nc3cc(OC)ccc3s2)cc1 | -7% | 8% | 29% | ? | 5 | i | 0% | 5% | i
COC(=O)c1ccccc1NC(=O)c1cnn2c(C(F)F)cc(C3CC3)nc12 | 5% | 9% | -1% | 32%[activator] | 22 | -5% | -2% | -3% | i
Cn1ncc(Cl)c1C(=O)N1CCCc2ccccc21 | -1% | -1% | -12% | 0% | -29 | -33%[inhibitor] | 15%[9.22 µM] | -7% | i
COc1ccc(-c2nnc(-c3ccc(N(C)C)cc3)o2)cc1 | -5% | 10% | ? | 0% | -14 | -6%[57.5 µM] | -16% | -21% | i
O=S(=O)(Nc1ccc(N2CCCCC2)cc1)c1ccc(F)cc1F | 5% | 14% | 5% | ? | 9 | -2% | 18% | 4% | i
Cc1c(S(=O)(=O)N2CCN(c3cccc(Cl)c3)CC2)c(=O)n(C)c(=O)n1C | -12% | -3% | · | -3% | -3 | i | -3% | -3% | i
Cc1cc(C)cc(N(CC(=O)NC2CCCC2)C(=O)c2csnn2)c1 | -12% | 6% | 5% | -22% | 4 | i | -4% | -3% | i
O=C(CCc1c[nH]c2ccccc12)NCc1ccncc1 | -8% | 4% | 2% | -8% | -6 | -4% | -4% | 1% | i
CCOC(=O)c1ccc(N=Cc2nc(-c3ccccc3)oc2OC(C)=O)cc1 | 16µM* | -12% | 14% | 6% | -8 | -4% | 1% | 20% | i
COc1ccc2c(ccc[n+]2CC(=O)c2ccccc2)c1 | 9% | -5% | -9% | 3% | 7 | -33%[inhibitor] | 2% | 4% | i
COc1ccc2cc(CN(Cc3cccnc3)S(=O)(=O)c3ccccc3)c(=O)[nH]c2c1 | 9% | 3% | · | 1% | 13 | -30% | 25% | -4% | i
NS(=O)(=O)c1ccc(NCc2cnc3ccccc3n2)cc1 | 24% | -3% | 1% | 3% | -13 | i | -13% | 1% | i
Cc1nc2c(Br)cc(Br)cc2c(=O)n1-c1ccccc1NC1OCC(O)C(O)C1O (stereo unspecified) | ? | 1% | · | 12% | 41 | i | -28% | 1% | i
COCCCNC(=S)NCCNc1nc2c(C)c(C)ccc2cc1C#N | 1% | 9% | 5% | -8% | -8 | i | -5% | -1% | i
Cc1nc(N2CCCCC2)c2c(C)c(C(=O)Nc3cccc(C(F)(F)F)c3)sc2n1 | -1% | 10% | -19% | ? | 105 | -42%[inhibitor] | -9% | -16% | i

An excerpt. The share of hits here may be higher or lower than overall.
